Screens deposited in PubChem by several laboratories.
MMP13 inh: blocks human MMP13 activity; MMP-13 fTHP FRET cleavage, Mca fluorescence; inhibition, % at 4 µM; 65,000 compounds, 0.07% hits; AID 570;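 active = inhibition above the mean of compound-free control plate wells plus 3 SD, cut at about 14% in these data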;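 also: 0% = DMSO wells and 100% = wells with reference MMP-13 inhibitor after basal subtraction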
RORA act: activates the human nuclear receptor RORA | P35398 | CHO-K1 Gal4-RORA LBD luciferase reporter, luminescence; percent increase over mock-subtracted basal signal | activation, % at 10 µM | 65,000 compounds, 1.5% hits;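 active = activation above the mean of all tested compounds plus 3 SD, cut at about 49% in these data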;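 also: 0% = DMSO-treated RORA cells and 100% = added signal equal to DMSO minus mock-transfected cells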
Target sequence (P35398 whole entry, looked up, the tested form may be a part): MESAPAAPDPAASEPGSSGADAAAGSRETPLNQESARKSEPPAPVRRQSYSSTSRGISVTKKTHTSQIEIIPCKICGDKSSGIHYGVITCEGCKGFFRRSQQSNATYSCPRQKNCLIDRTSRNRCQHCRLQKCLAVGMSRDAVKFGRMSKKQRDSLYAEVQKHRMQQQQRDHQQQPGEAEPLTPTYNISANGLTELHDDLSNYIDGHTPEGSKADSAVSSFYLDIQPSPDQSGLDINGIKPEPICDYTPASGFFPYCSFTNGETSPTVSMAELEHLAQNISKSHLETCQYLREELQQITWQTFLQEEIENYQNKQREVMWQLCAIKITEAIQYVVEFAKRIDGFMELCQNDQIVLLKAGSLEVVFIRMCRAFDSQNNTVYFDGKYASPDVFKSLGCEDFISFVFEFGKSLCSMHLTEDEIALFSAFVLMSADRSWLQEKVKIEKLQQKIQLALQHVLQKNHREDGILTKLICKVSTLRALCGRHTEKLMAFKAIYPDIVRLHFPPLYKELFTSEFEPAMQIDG
tolC growth inh: E. coli tolC mutant growth inhibition | E. coli BW25113 tolC mutant growth, OD615 | growth inhibition, % at 10 µM (by protocol) | 65,000 compounds, 2.2% hits;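 active = growth inhibition at or above a cutoff equal to the mean over every tested compound plus 3 SD, cut at about 60% in these data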;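 also: growth measured after 20 h incubation at 37 °C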
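test system = E. coli BW25113 ΔtolC::kan bacteria | medium = LB with kanamycin 50 µg/mL | signal = OD at 615 nm | schedule = 37 °C, 20 h exposure | evaluation = % inhibition of E. coli growth | compound dosing = one dose of 10 µM final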
5-HT1A blocker: blocks the human serotonin 5-HT1a receptor; P08908; CHO 5-HT1a Ga15 NFAT-bla reporter, antagonist mode; inhibition, % at 10 µM; 62,000 compounds, 0.68% hits;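 active = inhibition above the mean of all tested compounds plus 3 SD, cut at about 43% in these data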;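 also: receptor stimulated by 5-CT agonist at 100 nM near EC80; beta-lactamase reporter measured by ratiometric fluorescence of a cleavable substrate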
5HT1E antag: blocks the human 5-HT1E serotonin receptor; P28566; CHO 5-HT1E Ga15 NFAT-bla reporter, FRET, antagonist; inhibition, % at 6 µM; 65,000 compounds, 0.99% hits;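 active = inhibition above a set limit, the mean inhibition across every tested compound plus 3 SD, cut at about 29% in these data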;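 also: signal is the 460 over 535 nm emission ratio of beta-lactamase substrate; 0% = agonist plus DMSO wells and 100% = wells without agonist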
Target sequence (P28566 whole entry, looked up): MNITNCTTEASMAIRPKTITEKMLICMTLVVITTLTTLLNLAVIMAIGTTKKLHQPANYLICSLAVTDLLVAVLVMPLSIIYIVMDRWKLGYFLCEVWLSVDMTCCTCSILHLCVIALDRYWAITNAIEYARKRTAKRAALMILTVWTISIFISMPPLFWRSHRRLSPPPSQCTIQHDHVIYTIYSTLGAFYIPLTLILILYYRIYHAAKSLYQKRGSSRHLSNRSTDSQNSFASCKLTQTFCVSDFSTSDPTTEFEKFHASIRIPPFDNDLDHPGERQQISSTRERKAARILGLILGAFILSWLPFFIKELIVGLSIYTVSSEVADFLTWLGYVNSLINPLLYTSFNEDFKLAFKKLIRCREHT
NADH coupling: blocks coupling enzymes of NAD/NADH assays | coupled PK/LDH NADH assays, four targets | IC50, µM (doses to about 10 µM), for the others: at the highest dose inhibition | 65,000 compounds, 0.02% hits | AID 774;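 active = single-dose screening hits from any of four coupled enzyme assays that gave an IC50 when retested across doses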;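 also: the DPM-DC format reads NADH fluorescence rather than 340 nm absorbance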
SF1 activator: activates the human nuclear receptor SF-1; Q13285; CHO-K1 Gal4-SF-1 LBD luciferase reporter; % increase over DMSO SF-1-specific signal; activation, % at 10 µM; 65,000 compounds, 1.9% hits;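 active = activation above the mean activation of all tested compounds plus 3 SD, cut at about 50% in these data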
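Test system: CHO-K1 cells co-transfected with Gal4 DBD–human SF-1 LBD, 5xGal4 luciferase reporter. Quantity: 4,000 cells per well. Compound: 10 µM only. Incubation: compound added 1 h post-seeding, 20 h exposure at 37 °C, 5% CO2. Detection: SteadyLite luciferase luminescence. Replication: one test per compound.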
5HT1a ag: activates the human 5-HT1a serotonin receptor. P08908. CHO 5-HT1a Ga15 NFAT-bla reporter, FRET ratio; 0% basal, 100% maximal reference agonist. activation, % at 10 µM. 65,000 compounds, 0.56% hits. AID 567;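 active = activation above the screen-wide mean activation plus 3 SD, cut at about 19% in these data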;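 also: 0% = DMSO wells and 100% = 5-CT at EC100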
5HT1E ag: agonists of human 5-HT1E serotonin receptor | CHO 5-HT1E Ga15 NFAT-bla reporter, FRET; 0% DMSO wells, 100% control agonist wells | activation, % at 6 µM | 65,000 compounds, 0.69% hits | AID 574;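 active = activation above a set limit, the screen-wide mean activation plus 3 SD, cut at about 8.5% in these data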;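 also: 100% = positive control agonist at 1 µM giving full maximal response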
* hit, by the source's call; nt = not tested or not shown; [ ] = dose if it differs, or a comment.

SMILES	MMP13 inh	RORA act	tolC growth inh	5-HT1A blocker	5HT1E antag	NADH coupling	SF1 activator	5HT1a ag	5HT1E ag
COc1ccc(C(=O)C(CO)Oc2ccccc2OC)cc1OC (centres undefined)	0	2	-16	-3	15	4%	5	-0.3	0.2
Nc1c(C(=O)N2CCOCC2)sc(=S)n1-c1ccccc1	-2	-12	-21	-8	4	7%	4	-0.8	0.6
COC(=O)CSc1nnc(C)c(=O)[nH]1	-2	-8	11	nt	-3	1%	9	-1.9	-0.7
O=C(O)CSc1ccc2ccccc2n1	-3	0	-36	2	0	3%	-9	0.8	0.6
CCC/C(O)=C1\C(=O)CC(C)(C)CC1=Nc1ccc(OC)cc1OC	-1	7	24	6	16	2%	1	-1.8	0.0
Cc1ccc(S(=O)(=O)Nc2nsc(N)n2)cc1	-2	-10	-6	-17	-13	6%	5	-1.8	-0.1
CCc1ccccc1-n1c(SCC(=O)NC)nnc1-c1cccnc1	0	0	-11	3	2	7%	-4	-3.7	-1.8
O=C(C1CCN(S(=O)(=O)c2cccs2)CC1)N1CCCCCC1	6	19	-26	-11	-5	1%	11	1.1	-1.0
O=C(Cn1cnc2ccccc21)Nc1cc(C(F)(F)F)ccc1N1CCOCC1	-3	-1	9	15	4	5%	-11	-3.9	0.2
CCOc1ccc(N2C(=O)CSC23CCCCC3)cc1	0	-2	4	-4	-1	5%	0	2.0	0.2
CCCCNC(=O)N(C)c1nncnc1C(=O)NC	-7	2	0	nt	-3	1%	4	1.3	-0.3
O=C(C1CCCCC1)N1CCN=C1SCc1cccnc1	14	-14	-3	7	17	3%	-7	-0.5	-0.8
COc1cccc(-c2csc(N3CCN(S(=O)(=O)c4ccc(F)cc4)CC3)n2)c1	1	-24	-7	1	0	6%	8	-1.5	-0.8
O=C(c1ccc2c(c1)OCCO2)C1CCN(C(=O)c2ccc(F)cc2)CC1	-2	14	25	-3	12	3%	-14	-0.5	-0.3
Cc1csc(NC(=O)c2ccccc2O)n1	-74[fluorescence artefact?]	-1	10	-5	-2	7%[fluoresces]	-14	-1.5	1.7
COc1ccc(CNC(=O)c2ccc(=O)oc2)cc1OC	-1	4	3	-3	-7	9%	8	-0.5	-0.5
CCN(CC)C(=O)C1CCCN(Cc2ccc(F)c(F)c2)C1 (centres undefined)	4	-3	-10	0	2	2%	-11	-4.0	-1.1
COc1ccccc1CNc1ccc(N2CCCCC2)cc1	-3	-26	21	14	7	0%	-9	-2.6	-0.8
CC(C)C(=O)Nc1cc2c(cc1C(=O)c1ccccc1)OCCO2	2	-8	0	10	6	4%	8	-2.3	-0.1
COC(=O)[C@H](C)NC(=O)Nc1ccccc1F	-5	3	-30	-4	-2	1%	-4	-1.4	-0.1
O=C1CSC(=O)N1CC(O)COc1ccc(Cl)cc1 (centres undefined)	6	5	8	-2	16	8%	2	-1.1	0.4
Cc1nnc(NCc2ccco2)c2ccccc12	4	-9	0	-15	-7	5%	-8	-0.9	-0.6
O=C(CCC1CCCC1)N1CCN(S(=O)(=O)Cc2ccccc2)CC1	4	21	-4	-11	-7	1%	-18	-0.1	-0.4
Cc1nc2ncnn2c(N2CCN(C(c3ccccc3)c3ccccc3)CC2)c1C	8	0	62*	4	-5	6%	4	5.0	0.1
CCC1CCCCN1S(=O)(=O)c1ccc(S(=O)(=O)N(Cc2cccs2)C2CC2)cc1 (centres undefined)	5	-11	25	24	25	5%	-3	-0.8	-0.6
Continued:
SMILES	MMP13 inh	RORA act	tolC growth inh	5-HT1A blocker	5HT1E antag	NADH coupling	SF1 activator	5HT1a ag	5HT1E ag
O=C1CC(c2ccc(S(=O)(=O)NC3CC3)cc2)CN1 (centres undefined)	5	-16	-6	-8	-7	0%	-4	-1.4	1.0
CCN1CCCC1CN(Cc1cc2ccc(C)c(C)c2[nH]c1=O)C(=O)Nc1ccccc1OC (centres undefined)	-1	28	9	10	7	4%	8	1.4	-0.4
O=C(O)COc1ccc(S(=O)(=O)c2ccc(OCC(=O)O)cc2)cc1	2	-6	-20	-9	-61	1%	-2	1.1	0.5
O=C(c1ccc(Br)o1)N1CCN(Cc2ccc3c(c2)OCO3)CC1	-13	-23	4	13	7	4%	1	-2.3	-0.1
CCCOc1ccc(C(C)(O)CN2CCOCC2)cc1 (centres undefined)	-12	-11	17	6	3	1%	-7	-1.2	-0.6
CCOC(=O)c1cnn(-c2ncnc3sc(C)c(C)c23)c1N	6	-18	-13	17	-5	2%	11	-5.2	-0.8
O=C1c2nc3ccccn3c2C(=O)N1Cc1ccccc1	-4	14	-1	-4	2	7%	-20	-2.2	0.9
Cc1ccc(Cn2ccc(NC(=O)c3nc4ncccn4n3)n2)cc1	4	-7	-8	6	5	4%	-16	-1.9	-1.3
O=C(Nc1nc2cc3c(cc2s1)OCCO3)c1cccc(S(=O)(=O)N2CCOCC2)c1	0	3	10	1	3	5%	15	-1.8	0.9
O=C(NCc1ccc2c(c1)OCO2)C1CC(=O)N(c2ccc(O)cc2)C1 (centres undefined)	3	-6	-11	1	1	7%	-14	-1.2	-0.9
CN(Cc1ccco1)C(=O)C1CCC(=O)N1Cc1ccc(F)cc1 (centres undefined)	2	-2	-11	-1	9	3%	12	1.6	-0.1
O=C(CN(CC1CCCO1)S(=O)(=O)c1ccc(S(=O)(=O)NC2CC2)cc1)Nc1ccccc1 (centres undefined)	-3	11	9	4	2	1%	3	-2.1	-1.2
Cc1ccc(C2NC(=O)c3c(sc4c3CCN(C)C4)N2)s1 (centres undefined)	-34	13	-14	-10	-15	16%	-6	4.3	2.5
COc1ccc(-c2nnc(SCC(=O)N3CCN(c4ccccc4)CC3)o2)cc1OC	2	-25	-3	-2	-5	2%	-4	-0.9	1.5
COC(=O)c1cnn2c(C(F)(F)F)cc(-c3ccco3)nc12	-54	-17	-4	4	0	2%[fluoresces]	-1	-1.2	-0.2
CCCCSc1nc(C)c(CC(=O)O)c(=O)[nH]1	6	-10	-11	1	5	6%	6	-1.9	-1.2
CCC(C(=O)OCC(=O)Nc1c(C)n(C)n(-c2ccccc2)c1=O)c1ccccc1 (centres undefined)	-3	25	2	-13	-3	3%	18	-1.6	-0.1
CCOCCCNC(=O)Cc1ccc(OC)c(OC)c1	7	-9	-10	-1	-1	10%	-4	-0.8	-0.7
Cn1c(=O)c2c(nc(Br)n2Cc2ccc3ccccc3c2)n(C)c1=O	1	-12	7	nt	4	1%	8	0.2	-0.1
c1ccc2c(-c3nnc4n3CCCCC4)c[nH]c2c1	0	-4	-5	-7	6	4%	6	-1.8	-0.7
CCOC(=O)C1=C(C)Nc2ccccc2N=C1NC(=O)c1cccc(S(=O)(=O)N(C)C)c1	2	-13	4	-2	3	4%	8	0.7	-0.2
O=C(O)COc1cccc(NC(=O)C2CCCO2)c1 (centres undefined)	0	-4	-11	8	4	1%	8	-4.8	-0.3
OC(C#CCN1CCOCC1)(c1ccccc1)C1CC1 (centres undefined)	5	-10	18	2	2	5%	-2	0.8	-0.5
O=C(C1CCCCC1)N1CCN(S(=O)(=O)c2ccc(Br)cc2)CC1	0	-2	10	7	-4	4%	15	-4.5	-0.4
CC(C)Oc1ccc(C(=O)CCN2CCCCC2)cc1	0	-16	4	nt	-8	4%	-15	-1.9	0.5

The list goes on; the last 5 above are carried over.
SMILES	MMP13 inh	RORA act	tolC growth inh	5-HT1A blocker	5HT1E antag	NADH coupling	SF1 activator	5HT1a ag	5HT1E ag
CCOC(=O)C1=C(C)Nc2ccccc2N=C1NC(=O)c1cccc(S(=O)(=O)N(C)C)c1	2	-13	4	-2	3	4%	8	0.7	-0.2
O=C(O)COc1cccc(NC(=O)C2CCCO2)c1 (centres undefined)	0	-4	-11	8	4	1%	8	-4.8	-0.3
OC(C#CCN1CCOCC1)(c1ccccc1)C1CC1 (centres undefined)	5	-10	18	2	2	5%	-2	0.8	-0.5
O=C(C1CCCCC1)N1CCN(S(=O)(=O)c2ccc(Br)cc2)CC1	0	-2	10	7	-4	4%	15	-4.5	-0.4
CC(C)Oc1ccc(C(=O)CCN2CCCCC2)cc1	0	-16	4	nt	-8	4%	-15	-1.9	0.5
COc1ccc(CCNC(=O)c2ccc3nc(-c4ccco4)c(-c4ccco4)nc3c2)cc1OC	6	-26	27	-12	1	19%	-1	-0.9	0.7
O=C(NCc1ccco1)c1ccc(CN2CCOCC2)cc1	-1	-8	-9	-3	-3	4%	-2	0.9	-0.5
O=C(O)c1ccc(-n2nnnc2SCc2ccccc2F)cc1	2	2	-3	-9	3	4%	-9	-1.6	1.7
O=C(CCc1nc(-c2ccccc2F)no1)NC1CCCCCC1	-4	18	2	12	-2	6%	-27	-1.2	-1.3
CCOC(=O)N1CCN(C(=O)C2CC(=O)N(Cc3ccc(OC)cc3)C2)CC1 (centres undefined)	-1	-15	-23	6	13	2%	-6	-4.2	-1.5
CC(=O)OCCNc1cc(N2CCN(C)CC2)c2noc3c2c1C(=O)c1ccccc1-3	6	14	-6	-14	5	4%	-6	0.2	0.5
Cc1ccc(-c2noc(CCC(=O)NC3CCN(Cc4ccccc4)CC3)n2)cc1	4	0	-9	2	0	5%	-8	-1.8	3.0
O=C(CCn1nnc(-c2cccs2)n1)NC1CCCCC1	0	-15	-5	2	-10	6%	-1	-1.9	-0.4
CCOC(=O)c1oc2c(CN3CCCCC3C)c(O)ccc2c(=O)c1-c1ccc(OC)c(OC)c1 (centres undefined)	4	-6	-13	-11	-1	2%	6	1.1	-0.6
O=C(O)c1ccc(COc2c(F)c(F)cc(F)c2F)o1	3	-10	1	-2	-6	13%	21	0.6	-0.5
COc1ccccc1NC(=O)CN1C(=O)NC(CC(C)C)C1=O (centres undefined)	0	1	-10	-9	1	13%	0	-3.1	0.3
Fc1cnc(N2CCOCC2)nc1N1CCc2ccccc21	-6	6	39	-11	-8	12%	55*	2.4	0.3
Cc1ccc(-c2nn3c(C)nnc3s2)cc1NC(=O)c1ccc(OC(C)C)cc1	-16	-3	15	0	5	6%	-13	0.4	0.8
COc1ccc(N2CCN(C(=O)C3CCCN(S(=O)(=O)c4cccc5cccnc45)C3)CC2)cc1 (centres undefined)	3	-10	11	6	-11	0%	-34	2.3	0.7
CCOC(=O)c1sc(NC(C)=O)cc1C	2	0	-1	4	1	3%	4	-2.7	1.1
CCn1ncc(CN2CCN(C(=O)Nc3ccccc3C(=O)OC)CC2)c1C	-2	-9	-4	-4	0	6%	-9	0.9	-0.9
CCOc1ccc(S(=O)(=O)NCCCN2CCOCC2)c2ccccc12	0	24	2	13	11	14%	-15	-3.0	-1.1
O=C(CCCn1c(=S)[nH]c2cc3c(cc2c1=O)OCO3)N1CCN(c2ccccc2)CC1	-2	9	10	7	7	7%	11	-2.0	-1.0
CCN1CCN(C(=O)C2CCN(C(=O)c3cc4sccc4n3CC)CC2)CC1	7	-5	-10	3	-5	4%	5	1.8	0.0
COc1ccc2nc(NC3=NCN(CC4CCCO4)CN3)nc(C)c2c1 (centres undefined)	-13	-5	-13	6	-4	7%	1	-4.7	0.2
Cc1cc(C)c2c(n1)sc1c(O)cc(=O)[nH]c12	-23	-11	11	-2	3	7%[fluoresces]	-8	0.1	-0.4
Cc1cn(COC/C=C/c2ccccc2)c(=O)[nH]c1=O	1	1	0	-3	-8	5%	-11	-4.7	0.2

No enrichment for hits (roughly 7.2% active in at least one column).
